# Screening results: PubChem, several laboratories
# Mdm2 ligase inh – Mdm2 E3 ligase (human) inhibition | Q00987 | cell-based MDM2 ubiquitination luciferase reporter, 2 h; 0 = plate control, 100 = twice control, blank-subtracted | signal enhancement, % at 5 µM | actives 0.11% (n = 210,000) | AID 1230;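 active = signal enhancement of 30% or more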;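 also: luminescence tracks abundance of the self-degrading MDM2-luciferase fusion protein; higher signal means inhibition of MDM2 E3 ligase activity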
# Target sequence (Q00987 whole entry, looked up, the tested form may be a part): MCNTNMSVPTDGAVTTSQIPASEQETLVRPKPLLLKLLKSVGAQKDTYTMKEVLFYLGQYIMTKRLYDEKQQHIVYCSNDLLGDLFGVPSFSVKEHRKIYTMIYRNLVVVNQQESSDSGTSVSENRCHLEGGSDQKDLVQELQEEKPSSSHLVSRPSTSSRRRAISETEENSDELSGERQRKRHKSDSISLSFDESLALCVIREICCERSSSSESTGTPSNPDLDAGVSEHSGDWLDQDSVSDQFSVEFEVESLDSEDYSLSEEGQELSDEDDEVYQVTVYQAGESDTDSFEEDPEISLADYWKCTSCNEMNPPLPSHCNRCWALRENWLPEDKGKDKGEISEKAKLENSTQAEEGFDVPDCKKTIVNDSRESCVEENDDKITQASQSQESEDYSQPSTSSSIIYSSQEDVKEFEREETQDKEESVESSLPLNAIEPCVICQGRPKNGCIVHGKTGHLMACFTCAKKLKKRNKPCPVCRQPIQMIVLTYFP
#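 Assay system: stable mammalian line carrying autodegrading MDM2–luciferase fusion reporter; amount: 2000 cells seeded into each well; buffer or medium: DMEM; benchmarks: plate control and blank wells; signal: luciferase luminescence; timing: 2 h compound exposure at 37 °C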
# TNF death inh – TNF-alpha cell death inhibition in Jurkat FADD-/- cells; Jurkat FADD-/- TNF necroptosis rescue, ATP luminescence, 24 h; 0 = TNF only, 100 = no-TNF cells; actives 0.068% (n = 220,000); activation (protection from cell death), % at 10 µM; AID 463075;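 active = activation, meaning protection from cell death, of at least 50% relative to plate controls; inactive = activation below 50%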;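 also: necroptosis triggered by 40 ng/mL TNF-alpha added together with compound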
# Rad51 HR inh – Rad51 (human) homologous recombination inhibition | hRad51 DNA strand exchange, fluorescence dequenching | inhibition, % at 10 µM | actives 0.085% (n = 200,000) | AID 1385;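 active = inhibition above 40% at the single screening dose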;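 also: 0% = DMSO control wells and 100% = blanks with heterologous ssDNA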
# Target sequence (Q06609 whole entry, looked up): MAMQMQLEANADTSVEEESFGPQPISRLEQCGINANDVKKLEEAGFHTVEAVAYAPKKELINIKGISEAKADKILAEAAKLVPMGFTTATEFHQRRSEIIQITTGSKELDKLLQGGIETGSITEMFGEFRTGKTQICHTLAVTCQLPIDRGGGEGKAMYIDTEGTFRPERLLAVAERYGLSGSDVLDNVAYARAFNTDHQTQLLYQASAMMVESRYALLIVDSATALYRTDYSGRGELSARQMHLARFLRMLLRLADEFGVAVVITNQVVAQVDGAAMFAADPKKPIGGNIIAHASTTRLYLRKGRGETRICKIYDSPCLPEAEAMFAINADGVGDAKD
#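 System: hRad51 filaments on single-stranded DNA; reagent: Fluorescein- and BHQ1-tagged 47-mer duplex; compound dosing: one concentration, 10 µM final; timing: filaments 15 min 37 °C, then compound 30 min; measured by: fluorescein emission 520 nm, excitation 485 nm; benchmarks: per-plate controls and blanks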
# PERK inh – blocks human PERK kinase. AID 1416. Q9NZJ5. inhibition, % at 5.6 µM. actives 0.17% (n = 220,000). CHO PERK-DD fusion, SEAP luminescence translation reporter;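 active = inhibition above the mean inhibition of all tested compounds plus 3 SD, set separately per screening campaign, cut at about 2.9% in these data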;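 also: PERK kinase domain activated by AP20187 dimerizer at 100 nM; 0% = DMSO with dimerizer and 100% = rapamycin at 8.4 µM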
# zVAD death inh – L929 zVAD cell death inhibition; L929 zVAD necroptosis rescue, ATP luminescence, 24 h; with zVAD 60 µM; viability rescue, % at 10 µM; actives 0.38% (n = 220,000);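 active = activation, scaled between plate controls, above about 75%, limit read from the data; inactive = activation under that limit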;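 also: 0% = zVAD with DMSO and 100% = DMSO alone without zVAD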
# EBV gp42 inh – blocks Epstein-Barr virus glycoprotein 42 binding | actives 0.42% (n = 220,000) | Q1HVG2 | Fluorescence polarization binding assay, mP read-out | AID 1085 | inhibition, % (tested at 21.74 µM); in the data active = inhibition above about 50%
# Target sequence (Q1HVG2 whole entry, looked up): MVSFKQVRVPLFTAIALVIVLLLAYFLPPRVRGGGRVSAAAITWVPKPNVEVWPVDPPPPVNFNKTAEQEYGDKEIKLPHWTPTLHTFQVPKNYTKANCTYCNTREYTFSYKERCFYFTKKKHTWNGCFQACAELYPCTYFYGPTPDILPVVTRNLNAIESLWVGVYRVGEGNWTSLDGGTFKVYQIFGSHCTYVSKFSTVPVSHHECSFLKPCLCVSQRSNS
# Cl transport mod – KCC2 (human) Cl- transport modulation. KCC2 cells, thallium flux FluoZin-2 fluorescence. B-score of Tl+ flux slope (higher = more flux/activation; lower = inhibition) at 10 µM. actives 2.2% (n = 190,000). AID 1456;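 active = thallium flux slope and its plate-corrected score both differing from the plate sample mean at a set confidence after two filtering rounds, in either direction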;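 also: slope of fluorescence scaled to starting intensity during 10 to 20 s after thallium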
# m-calpain inh – calpain II (pig) inhibition. purified calpain II, fluorogenic peptide substrate, 30 min. inhibition, % at 16 µM. actives 0.37% (n = 220,000). AID 1236;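 active = inhibition above about 50%, limit read from the data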
# eIF4E 4G PPI – inhibitors of eIF4E and eIF4G interaction in translation initiation | actives 0.37% (n = 220,000) | inhibition, % at 21.7 µM | AID 782 | TR-FRET eIF4E-eIF4GI(517-606) binding, 2 h | P63073+Q04637;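 active = inhibition above about 30%, limit read from the data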;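 also: 0% = full FRET control wells and 100% = background wells lacking eIF4GI fragment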
# * hit, by the source's call; i = inactive; . = not tested or not shown; [ ] = remark or other dose.
SMILES,Mdm2 ligase inh,TNF death inh,Rad51 HR inh,PERK inh,zVAD death inh,EBV gp42 inh,Cl transport mod,m-calpain inh,eIF4E 4G PPI
CC(C)(C)C(C(Oc1ccc(Cl)cc1)n1cncn1)n1nnnc1C(c1cccc(Cl)c1)N1CCCCC1 (centres undefined),7.8,-0.6,6.2,-1.6,-0.4,-20.9,-0.415,-69.7,-1.9
c1ccc(Cc2noc(CN3CCN(Cc4ccc5c(c4)OCO5)CC3)n2)cc1,-1.6,0.9,-0.5,0.2,0.9,-6.9,0.978,-19.6,-1.6
CNc1oc(-c2ccccc2Cl)nc1P(=O)(c1ccccc1)c1ccccc1,-10.3,-1.5,-14.7,0.2,1.6,2.2,-0.693,10.9,4.0[fluorescence artefact?]
Cn1ncc(Cl)c1C(=O)Nc1cc(C(F)(F)F)ccc1F,7.6,-2.0,-2.4,1.9,-0.1,-6.0,0.94,-14.8,-1.3
CCOc1ccccc1C(=O)Nc1ccccc1C(N)=O,-8.2,-0.4,2.4,-1.0,-0.2,-19.6,-0.911,-12.9,0.0
O=C(Nc1ncc(Cc2cccc(Cl)c2Cl)s1)c1ccc([N+](=O)[O-])cc1,-6.4,-12.7,0.6,-0.1,0.7,4.4,0.375,-18.4,-12.1
Cc1ccc(-c2cc(C(=O)Nc3ccc(S(=O)(=O)Nc4cc(C)on4)cc3)c3ccccc3n2)c(C)c1,13.4,-1.0,6.8,0.5,0.1,45.1,-1.23,-30.4,-2.4
O=C(NC(=S)NCC1COc2ccccc2O1)c1ccccc1 (centres undefined),-11.0,-2.9,5.1,-0.5,0.3,5.2,4.33*,29.9,0.5
O=C(Nc1ccc(-c2csc(Nc3cccc(C(F)(F)F)c3)n2)cc1)c1cccc(C(F)(F)F)c1,9.1,9.9,6.1,.,37.7,-14.2,0.0451,-48.5,-4.8
COCCNC(=O)Cn1cc(/C=N/NC(=O)c2ccc(Oc3ccc(O)cc3)cc2)c2ccccc21,-22.0,3.1,-9.9,1.0,0.8,5.9,-1.84,-87.5,0.4
CC(C)c1ccc(CNC(=O)C(=O)NCCCn2ccnc2)cc1,13.0,-0.5,-0.9,0.2,5.8,-22.5,-0.252,-36.1,4.2
CCN(Cc1ccncc1)C(=O)C1CCN(S(=O)(=O)c2cccs2)CC1,-25.6,-1.7,-3.3,0.0,0.1,-16.8,-0.583,-11.6,1.6
CC1=C(C(=O)O)N2C(=O)C(NC(=O)c3nn(C)cc3[N+](=O)[O-])C2SC1 (centres undefined),-5.9,-2.2,0.1,0.1,1.2,-18.4,-0.327,-2.1,2.9
Cc1ccc(C)c(C(=O)OCC(=O)Nc2cccc(S(=O)(=O)NC3=NCCCCC3)c2)c1,-2.5,0.9,-8.8,-0.8,0.4,-16.5,-0.405,13.2,2.0
O=C(CNC(=O)C1CCCCC1)NCCCO,-1.6,0.8,7.0,0.6,0.2,-12.0,1.28,4.4,0.6
CN(Cc1cccc(Cl)c1Cl)c1ccc(S(=O)(=O)N2CCCCC2)cc1[N+](=O)[O-],.,3.4,.,-0.3,3.0,0.0,0.269,23.4,-0.8
COc1ccccc1N1C(=O)c2ccc(C(=O)Nc3nccs3)cc2C1=O,-18.0,-0.1,-4.3,0.9,13.8,-11.7,.,-2.8,-0.6
COCC(=O)Nc1ccc(N(C)C)cc1,0.2,-2.0,-4.9,-0.2,0.1,-18.7,.,-28.9,4.4
CC(C)(C)N(NC(=O)Nc1ccccc1)C(=O)c1ccccc1,-4.9,0.3,-2.3,0.9,0.9,5.3,-0.873,-1.8,8.8
CCOC(=O)N1CCN(S(=O)(=O)c2ccc(C(=O)NNc3nc4c(C)cccc4s3)cc2)CC1,.,-6.5,1.1,-0.4,1.5,-13.4,0.207,-71.7,3.8

# Ordered by molar mass (low to high): 4 of the compounds above
SMILES,Mdm2 ligase inh,TNF death inh,Rad51 HR inh,PERK inh,zVAD death inh,EBV gp42 inh,Cl transport mod,m-calpain inh,eIF4E 4G PPI
CCOc1ccccc1C(=O)Nc1ccccc1C(N)=O,-8.2,-0.4,2.4,-1.0,-0.2,-19.6,-0.911,-12.9,0.0
CC1=C(C(=O)O)N2C(=O)C(NC(=O)c3nn(C)cc3[N+](=O)[O-])C2SC1 (centres undefined),-5.9,-2.2,0.1,0.1,1.2,-18.4,-0.327,-2.1,2.9
COc1ccccc1N1C(=O)c2ccc(C(=O)Nc3nccs3)cc2C1=O,-18.0,-0.1,-4.3,0.9,13.8,-11.7,.,-2.8,-0.6
O=C(Nc1ncc(Cc2cccc(Cl)c2Cl)s1)c1ccc([N+](=O)[O-])cc1,-6.4,-12.7,0.6,-0.1,0.7,4.4,0.375,-18.4,-12.1

# (list continues)
SMILES,Mdm2 ligase inh,TNF death inh,Rad51 HR inh,PERK inh,zVAD death inh,EBV gp42 inh,Cl transport mod,m-calpain inh,eIF4E 4G PPI
Cc1cc(C)nc(/N=C2\NC(=O)CC(C(=O)O)N2c2ccc(Oc3ccccc3)cc2)n1 (centres undefined),-0.8,-1.4,4.1,0.9,0.0,-13.3,0.183,0.4,4.2
O=C(NNc1c(Cl)cc(Cl)cc1Cl)c1cccc([N+](=O)[O-])c1,-20.2,23.5,-14.6,-1.4,-0.5,4.4,-0.00248,23.1,-4.8
COc1ccc(NC2c3ccccc3C(=O)N2Cc2ccccc2Cl)cc1OC (centres undefined),-6.2,0.5,18.3,-2.4,0.0,2.4,-1.3,-9.9,4.1
Cc1cc(C)n(CC(=O)N/N=C/c2cc(Br)cc([N+](=O)[O-])c2O)n1,-8.9,0.1,-6.5,-0.1,-0.4,-9.4,-1.25,25.4,0.9
C=CCC(NC(C)c1ccccc1)c1ccco1 (centres undefined),-3.8,-1.5,0.9,0.9,0.2,-19.5,0.172,-9.5,2.6
Cn1c(CNC(=O)OC(C)(C)C)nnc1SCC(=O)N1CCOCC1,-2.7,1.0,-6.2,0.0,0.6,-0.1,0.0698,-10.1,-5.0
CC(C)(C)c1ccc(S(=O)(=O)NCC(=O)Nc2ccc(-c3nc4ccccc4s3)cc2)cc1,-15.3,0.5,3.9,0.2,1.2,-18.4,0.545,-171.3,-3.9
Cc1ccc(S(=O)(=O)Nc2nonc2C)cc1,-2.3,0.0,.,1.4,1.7,-14.9,.,-24.0,0.5[fluorescence artefact?]
Cc1nn(Cc2ccc(Cl)c(Cl)c2)c(C)c1NC(=O)c1noc2c1CCCCC2,-0.8,-0.9,2.3,-0.3,2.0,-6.6,0.0513,7.1,-1.0
O=C(c1ccc(N2C(=O)C3C4c5ccccc5C(c5ccccc54)C3C2=O)cc1)N1CCOCC1 (centres undefined),16.7,-3.9,3.6,0.0,-0.1,-1.0,-0.903,-16.8,12.0[fluorescence artefact?]
CCOc1cc(C2C(C(=O)OC)=C(C)N=C3SCCC(=O)N32)ccc1OC(C)=O (centres undefined),-4.8,1.7,-1.7,-0.5,0.5,-3.1,0.917,20.8,11.4[fluorescence artefact?]
COc1ccc2oc(=O)c(C(=O)NCc3ccco3)cc2c1,-3.2,-1.1,-264.1,0.5,1.8,-11.5,0.0624,i,2.4
COC(=O)c1sccc1-c1ccc(/C=N/OCc2c(Cl)cccc2Cl)o1,0.8,1.0,-13.3,0.6,0.3,-8.4,0.415,-21.1,1.6[fluorescence artefact?]
O=S(=O)(N1CCCCC1)N1CCN(c2ccccc2F)CC1,-16.3,-1.3,2.0,-0.6,0.0,-0.6,.,21.6,1.4
CCCOc1cc(CN2CCCCC2)cc(C(C)=O)c1,-18.8,1.1,.,-0.2,0.7,-8.4,1.06,15.6,6.1
Cc1ccc(S(=O)(=O)NCC(=O)N(CC(=O)NC2CCCCC2)Cc2ccco2)cc1,-5.5,-0.1,7.7,-0.3,0.0,-12.5,.,-0.6,8.4
O=C(N/N=C/c1ccc([N+](=O)[O-])o1)c1cccc(S(=O)(=O)N2CCOCC2)c1,-9.4,-3.2,-1.0,-0.1,0.1,-3.3,0.751,27.1,0.3
c1ccc2c(c1)nc(N1CCOCC1)c1nnnn12,-9.1,0.6,-14.0,1.2,0.9,41.1,0.0835,-52.1,1.6
CCOC(=O)c1c(C)[nH]c(C(=O)COC(=O)CCC(=O)c2ccc3c(c2)OCCO3)c1C,9.5,-1.6,0.2,0.0,1.8,-1.8,-0.0202,17.3,2.0
COCCn1cnnc1SCC(=O)Nc1sccc1C(N)=O,-9.5,0.6,.,0.9,0.8,5.6,2.83,-21.2,3.6
COc1ccc(NC(=O)Nc2cc3oc4ccccc4c3cc2OC)cc1,-4.5,0.4,.,0.6,0.3,-12.9,0.0822,-2.9,2.0
Cc1c(CCOC(=O)C23CC4CC(CC(C4)C2)C3)sc[n+]1CC#N,-3.8,-1.3,-7.7,1.8,8.0,-4.4,-0.344,-12.2,0.3
CC(NC(=O)C(=O)NN=C1CCC(C(C)(C)C)CC1)c1ccccc1 (centres undefined),10.4,1.5,6.2,0.6,.,-4.5,0.028,-4.3,2.6[fluorescence artefact?]
O=C(COc1ccccc1)Nc1cccc(-c2nc3cc4ccccc4cc3[nH]2)c1,-17.5,-15.5,-9.6,-1.4,14.8,3.9,0.208,-356.3,-5.7
COc1cc(OC)cc(C(=O)NCCn2ccc3ccccc32)c1,-10.2,1.6,11.3,0.1,0.2,-9.1,-0.475,3.9,1.9
CC(C)OCCCn1c(=S)[nH]c2cc3c(cc2c1=O)OCO3,-21.4,-2.2,-3.4,-0.4,0.3,-1.1,12.3*,13.6,-1.4
COc1cccc(NC(=O)CN(C)CC(=O)Nc2ccc(Br)cc2)c1,-0.8,4.5,-0.3,0.3,15.3,5.6,-0.602,-15.4,-1.9
CC(C)(C)NC(=O)NC(=O)COC(=O)c1ccc(OC(F)(F)F)cc1,-14.9,1.1,6.7,0.3,2.9,-17.5,-0.664,8.1,1.9
CCC(CC)c1nnc(NC(=O)C2CCCO2)s1 (centres undefined),-6.0,-0.3,-7.9,1.0,0.6,0.2,0.409,15.3,-2.2
COc1cccc(CN(C)C(=O)c2ccc3nccnc3c2)c1,-17.1,0.6,-14.8,-0.1,-1.4,29.1,1.71,-308.3,-4.4
CCOC(=O)c1cnc(Nc2nc3ccccc3o2)nc1CN1CCN(c2ccccc2)CC1,.,0.1,.,0.4,-0.1,.,1.13,.,.
COc1cccc(C2CCCN2Cc2nc(-c3sccc3C)oc2C)c1 (centres undefined),-8.1,0.2,-37.3,-0.3,-0.6,-14.5,0.652,-34.9,-0.8
CC1=C(C(=O)OC2CCCCCCC2)C(c2ccc(O)cc2)NC(=O)N1 (centres undefined),.,-1.3,4.7,-1.0,0.3,.,.,.,.
O=C(Cn1cnc2scc(-c3ccccc3)c2c1=O)NCc1ccco1,-2.9,0.9,-2.3,0.3,6.8,25.6,-0.518,-227.2,12.3
COC(=O)Cn1c(=NC(=O)c2ccc(S(=O)(=O)N3CCc4ccccc4C3)cc2)sc2cc(OC)ccc21,7.3,2.9,-6.1,0.1,1.4,-12.0,0.344,-429.6,12.6
CC(C)c1ccc(N(CC(=O)Nc2ccc(S(=O)(=O)N3CCOCC3)cc2)S(C)(=O)=O)cc1,-24.9,-0.2,1.8,-2.1,-0.3,2.1,.,-31.6,0.5[fluorescence artefact?]
